# GPR35 arrestin U2OS: GPR35 antagonists blocking zaprinast-driven arrestin recruitment, primary screen, imaging, U2OS, beta-arrestin-GFP, zaprinast agonist (AID 2058); U2OS GPR35 beta-arrestin-GFP translocation imaging, zaprinast antagonism; higher % means a stronger effect; inhibition, % at 10 µM; hits with a dose series show IC50 in µM; 290,000 compounds, 0.052% hits;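 active = inhibition of at least 50% with at least 30 cells and total cytoplasm GFP at most 10,000,000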
# KOR beta-arrestin-1: KOR antagonists, beta-arrestin recruitment, cell-based, luminescence, uHTS (AID 1778) | inhibition, % at 10 µM; hits with a dose series show IC50 in µM | 290,000 compounds, 0.091% hits | KOR beta-arrestin recruitment, luminescence, antagonist mode; higher % means a stronger effect; also: strong numbers were not always called active
# GPR55 activation: selective activators of receptor GPR55 – imaging, U2OS cells, beta-arrestin-GFP redistribution, primary screen (AID 1961). 290,000 compounds, 0.048% hits. U2OS GPR55 beta-arrestin-GFP redistribution imaging; higher % means a stronger effect. activation, % at 10 µM, or EC50 in µM where a hit was titrated;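 active = activation above 40% with more than 50 cells counted in the well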;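 also: U2OS osteosarcoma cells stably expressing GPR55 and beta-arrestin-GFP; plate controls were DMSO negative control for no effect and LPI positive control for full effect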
# NOD2 inhibition: NOD2 signaling inhibitors, cell-based, luminescence, uHTS, HEK293 (AID 1566). HEK293 NOD2/NF-kB luciferase reporter, luminescence; higher % means a stronger effect. 290,000 compounds, 0.63% hits. one-dose inhibition, % at 4 µM; EC50 in µM for titrated hits; also: many of its hits are not listed in these tables
# Myeloid diff 2: myeloid differentiation induction; ER-HoxA9 myeloid progenitors, lysozyme-GFP differentiation, flow cytometry; calls only at 10 µM; 360,000 compounds, 1% hits; AID 624256;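 active = normalized GFP-positive differentiation at or above the plate's own cutoff, the solvent-only control mean plus 3 SD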;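 also: cells exposed to compound for four days before flow analysis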
# KOR beta-arrestin-2: kappa opioid receptor activators – cell-based, luminescence, uHTS, primary screen (AID 1777) | activation, % at 10 µM, or EC50 in µM where a hit was titrated | KOR beta-arrestin recruitment, luminescence; higher % means a stronger effect | 280,000 compounds, 0.02% hits; in the data active = activation above about 50%, passing the limit was not always enough; also: a part of the inactive calls stands beside numbers as strong as those of hits
# GPR55 antagonists: inhibition of LPI-stimulated GPR55 beta-arrestin translocation – imaging, U2OS, beta-arrestin-GFP, LPI agonist, primary screen (AID 2013) | inhibition, % at 10 µM; hits with a dose series show IC50 in µM | 290,000 compounds, 0.13% hits | U2OS GPR55 beta-arrestin-GFP translocation imaging, LPI antagonism; higher % means a stronger effect;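 active = spots per cell inhibited over 60%, with over 100 cells counted and total cytoplasm intensity under 500,000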;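 also: U2OS cells stably carrying GPR55 and arrestin-GFP stimulated by 5 µM LPI near EC80; imaged beta-arrestin-GFP aggregate spots per cell after agonist stimulation; plate controls were LPI-stimulated DMSO wells for no effect and DMSO wells without LPI for full effect; some results filed as inactive read as strong as hits; confirmed hits need IC50 under 10 µM and bright autofluorescent wells are also inconclusive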
# HIV fusion peptide: cell-free HIV fusion peptide-binding blockers – biochemical, uHTS, fluorescence dequenching, primary screen (AID 1986); inhibition, % at 20 µM, or IC50 in µM where a hit was titrated; 290,000 compounds, 0.3% hits; cell-free peptide binding, fluorescence dequenching, 30 min; higher % means a stronger effect; in the data active = inhibition mostly above about 52%, no sharp cut-off; inactive = mostly below about 76%; also: some results filed as inactive read as strong as hits
# NOD1 inhibition: inhibition of NOD1-driven NF-kB reporter – cell-based, luminescence, uHTS, primary screen (AID 1578); NOD1-driven NF-kB luciferase reporter cells, luminescence; higher % means a stronger effect; inhibition, % at 4 µM, or EC50 in µM where a hit was titrated; 290,000 compounds, 1% hits; in the data active = inhibition mostly above about 36%, no sharp cut-off; inactive = mostly below about 34%;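 also: HEK-293T reporter cells stimulated with the NOD1 agonist gamma-tri-DAP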
# Myeloid diff 2 GFP+ MAC1+ %: further read-out of Myeloid diff 2, marked with its call; GFP+ MAC1+ double positive, %; measured here: differentiation confirmed by MAC1 staining
# * = called active by the depositor; i = inactive; nt = no result given; [ ] = dose if it differs, or a comment. Rule as the data show it, unless noted: active = inhibition above about 50%; inactive = the rest.
# Under each structure – Myeloid diff 2 GFP+ MAC1+ %	GPR55 antagonists	GPR35 arrestin U2OS	NOD1 inhibition	NOD2 inhibition	Myeloid diff 2	KOR beta-arrestin-2	HIV fusion peptide	KOR beta-arrestin-1	GPR55 activation
> COc1cccc(NC(=O)CN2C(=O)COc3ccc(S(=O)(=O)N4CCCCCC4)cc32)c1
    0.5	1%	-16%	3%	14%	i	-9.1%	-1.7%	0%	0.7%
> Nc1ncc2c(n1)-c1ccoc1CC2
    0.4	4%	-8%	10%	6%	i	0.9%	-3.0%	-10%	-0.1%
> COc1ccc(NC(=O)CCc2nc3ccccc3s2)c(OC)c1
    0.4	-1%	-3%	-13%	4%	i	-1.0%	-2.7%	16%	-0.4%
> CNC(=O)c1snnc1-c1ccccc1
    0.9	12%	2%	0%	9%	i	-4.7%	0.2%	5%	-0.1%
> CCOc1ccc(C2C(C#N)=C(N)SC(N)=C2C#N)cc1OC
    nt	-1%	-12%	3%	2%	nt	-3.4%	-0.2%	-4%	-0.2%
> Cc1ccc(CNC(=O)CNS(=O)(=O)c2ccc(Br)s2)cc1
    0.6	-6%	-7%	8%	5%	i	-2.1%	2.5%	2%	-0.3%
> COC(=O)c1ccc(NC(=O)c2ccc(NC(=O)C3CCCO3)cc2)cc1 (stereo unspecified)
    0.3	-8%	-7%	-30%	15%	i	-3.0%	-0.4%	16%	-0.4%
> O=C(Nc1ccc2c(c1)OCO2)Nc1ccccc1F
    0.5	6%	-9%	-61%	-115%	i	6.9%	0.5%	9%	0.3%
> O=C(O)/C=C/C(=O)N1CCN(C(=O)/C=C/C(=O)O)CC1
    0.5	9%	-2%	-4%	7%	i	2.2%	0.8%	13%	0.1%
> COc1ccc(N2CCN(c3nc4cc(C)ccc4cc3C=O)CC2)cc1
    3.6	-9%	-13%	-34%	-2%	i	-4.5%	1.1%	-14%	-0.2%
> Cc1ccc(CNC(=O)C2CN(S(C)(=O)=O)c3cc(Cl)ccc3O2)cc1 (stereo unspecified)
    0.3	8%	-10%	-29%	4%	i	-0.7%	0.7%	28%	0.0%
> Cc1ccc(-c2nc(-c3cccnc3)no2)cc1
    1.2	6%	-4%	-28%	-84%	i	3.8%	-3.4%	-31%	-0.1%
> Cn1c(SCc2cccc(C(F)(F)F)c2)nnc1-c1ccco1
    0.4	0%	7%	-32%	-4%	i	-0.8%	-1.9%	11%	-0.3%
> CC1CCN(CCNC(=O)CN(C)S(=O)(=O)c2cccc3nsnc23)CC1
    0.1	5%	-17%	1%	11%	i	5.3%	3.4%	-2%	-0.1%
> c1ccc(Nc2cc(-c3ccccc3)nc3ncnn23)cc1
    1.4	0%	23%	-24%	12%	i	7.6%	0.2%	-29%	0.2%
> COc1cc(/C=N/NC(=S)NCCN2CCOCC2)ccc1O
    0.2	-3%	8%	-24%	5%	i	5.5%	1.4%	28%	-0.2%
> Cc1ccc(N(C(=O)c2snc(C(N)=O)c2N)C(C(=O)NCC2CCCO2)c2c[nH]c3ccccc23)cc1 (stereo unspecified)
    1.0	4%	-6%	8%	9%	i	-0.1%	0.5%	17%	-0.1%
> Cc1cc(C)c(S(=O)(=O)CCC(C)C)c(=O)[nH]1
    0.1	-7%	-14%	36%	-6%	i	-1.6%	-2.7%	-1%	-0.2%
> COc1ccc(N(CC(=O)Nc2ccccc2C)S(=O)(=O)c2c(C)[nH]c(=O)[nH]c2=O)cc1
    0.4	-5%	-1%	-8%	10%	i	-0.9%	-0.1%	8%	0.0%
> CC1(C(=O)N2CCN(c3ccccc3)CC2)CC1(Cl)Cl (stereo unspecified)
    0.1	10%	-19%	-13%	15%	i	-1.1%	-1.4%	-12%[20 µM]	0.2%
> Cc1ccc(CN2CCCN(Cc3c(C)cc(C)cc3C)S2(=O)=O)cc1
    0.3	9%	4%	-4%	6%	i	-4.3%	-0.9%	-11%	0.5%
> COc1cc(C2C(C(=O)c3cccs3)=C(O)C(=O)N2Cc2ccco2)cc(OC)c1OC (stereo unspecified)
    0.9	3%	11%	10%	-3%	i	6.2%	13%	-8%	-2.1%
> Cc1noc(C)c1S(=O)(=O)NCCc1ccc(S(N)(=O)=O)cc1
    0.9	-2%	7%	-23%	-6%	i	20%	1.7%	-10%	-0.1%
> CC/C(=N\NC(=O)OC)c1ccc(OC(F)F)cc1
    0.7	0%	-4%	-21%	14%	i	-0.9%	0.3%	-8%	-0.7%
> Cn1c(Cn2c(C(F)(F)F)nc3ccccc32)nc2ccccc21
    0.9	7%	5%	2%	8%	i	1.9%	3.4%	-45%	-0.1%
> O=C(c1cc2nc(C3CC3)cc(C(F)F)n2n1)N1CCOCC1
    0.9	-5%	-14%	19%	-7%	i	0.0%	9.9%	-42%	1.7%
> COc1ccc(NC(=O)CN(C)C(=O)c2ccc(-c3cccc(C(F)(F)F)c3)o2)cc1
    1.6	16%	7%	-15%	10%	i	-5.1%	1.7%	14%	0.0%
> COC(=O)c1c(-c2ccccc2)csc1NC(=O)CSc1ncnc2sc(C)c(C)c12
    0.5	-20%	2%	-14%	35%	i	4.5%	-2.9%	-3%	0.0%
> CCCn1c(=O)[nH]c(=O)c2c1nc(-c1cccs1)n2CCOC
    0.6	10%	8%	-41%	6%	i	-5.7%	2.1%	17%	-0.3%
> CCOc1ccccc1N(CC(=O)N1CCOCC1)S(=O)(=O)c1ccc(SC)cc1
    0.6	1%	-8%	-32%	15%	i	-2.0%	2.6%	-14%	-0.1%

# Three compounds from above, reduced to NOD2 inhibition and Myeloid diff 2:
compound | NOD2 inhibition | Myeloid diff 2
COc1ccc(NC(=O)CCc2nc3ccccc3s2)c(OC)c1 | 4% | i
CCCn1c(=O)[nH]c(=O)c2c1nc(-c1cccs1)n2CCOC | 6% | i
CC1(C(=O)N2CCN(c3ccccc3)CC2)CC1(Cl)Cl (stereo unspecified) | 15% | i

# Compound profiles, from the list above. Order of values: Myeloid diff 2 GFP+ MAC1+ % | GPR55 antagonists | GPR35 arrestin U2OS | NOD1 inhibition | NOD2 inhibition | Myeloid diff 2 | KOR beta-arrestin-2 | HIV fusion peptide | KOR beta-arrestin-1 | GPR55 activation
# c1ccc(Nc2cc(-c3ccccc3)nc3ncnn23)cc1 is entered as 1.4 | 0% | 23% | -24% | 12% | i | 7.6% | 0.2% | -29% | 0.2%
# Cc1cc(C)c(S(=O)(=O)CCC(C)C)c(=O)[nH]1 is entered as 0.1 | -7% | -14% | 36% | -6% | i | -1.6% | -2.7% | -1% | -0.2%
# Cn1c(SCc2cccc(C(F)(F)F)c2)nnc1-c1ccco1 is entered as 0.4 | 0% | 7% | -32% | -4% | i | -0.8% | -1.9% | 11% | -0.3%
# CCOc1ccc(C2C(C#N)=C(N)SC(N)=C2C#N)cc1OC is entered as nt | -1% | -12% | 3% | 2% | nt | -3.4% | -0.2% | -4% | -0.2%

# (list continues)
# Under each structure – Myeloid diff 2 GFP+ MAC1+ %	GPR55 antagonists	GPR35 arrestin U2OS	NOD1 inhibition	NOD2 inhibition	Myeloid diff 2	KOR beta-arrestin-2	HIV fusion peptide	KOR beta-arrestin-1	GPR55 activation
> Cc1cc(C)c(C(=O)CSc2nc(C)cc(C)c2C(N)=O)c(C)c1
    0.4	3%	-7%	-42%	3%	i	0.2%	-1.9%	13%	-0.1%
> CCOC(=O)c1c(C)[nH]c(C)c1S(=O)(=O)N(C)CC(=O)NCc1cccc(C)c1
    2.1	-11%	-34%	19%	27%	i	0.8%	-1.9%	8%	-0.2%
> CCN(C(=O)Cc1c(C(=O)O)n(C)c2ccccc12)c1cccc(C)c1
    0.3	-6%	7%	-10%	12%	i	-5.8%	-0.9%	-2%	1.1%
> CCOC(=O)c1c(C)c(C(=O)NC(C)COC)c(C)n1C (stereo unspecified)
    1.1	13%	10%	-13%	10%	i	-5.6%	-1.0%	10%	-0.1%
> Nc1nc(-c2ccccc2)nn1C(=O)c1ccco1
    0.5	7%	-15%	-17%	-15%	i	1.1%	-0.5%	26%	0.1%
> Cc1ccc(-c2c(C)sc(NC(=O)C3C4CCC(O4)C3C(=O)O)c2C(=O)OC(C)C)cc1 (stereo unspecified)
    0.7	-5%	20%	-35%	1%	i	3.0%	13%	-41%	-2.3%
> Cc1noc(/C=C/N(C)C)c1S(=O)(=O)N1CCC(C(=O)O)CC1
    1.2	3%	14%	-17%	6%	i	-4.4%	2.1%	-1%	0.2%
> O=C(CSc1nnc(NC(=O)c2ccc(F)cc2F)s1)NC1CCCC1
    0.3	-4%	-14%	-1%	-29%	i	3.0%	-0.2%	-5%	-0.1%
> Nc1nccc(/C=C/c2c(Cl)cccc2Cl)n1
    0.8	-10%	1%	11%	12%	i	2.4%	-1.0%	-12%	-0.1%
> CCCc1c(C)[nH]c2ccc(NC(C)=O)cc2c1=O
    6.0	-4%	-8%	26%	-4%	i	4.8%	-1.7%	-31%	-0.2%
> Cc1ccc(OCC(=O)Nc2ccccc2-c2ccccc2)cc1
    1.7	10%	-7%	2%	14%	i	1.7%	0.3%	4%	-0.3%
> COc1cc(/C=C2\C(=N)N3N=C(S(C)(=O)=O)SC3=NC2=O)ccc1OCCOc1ccc(C)cc1
    0.3	1%	8%	nt	nt	i	0.2%	nt	-23%	0.0%
> CN1CCN(Cc2nc3ccccc3c(=O)n2Cc2nc(-c3ccccc3F)cs2)CC1
    1.4	5%	5%	-29%	-1%	i	-1.0%	4.5%	0%	-0.2%
> CCn1c(CSc2nc3ccccc3s2)nnc1SCC(=O)NCC(=O)OC
    1.2	11%	-7%	13%	21%	i	-4.6%	-1.9%	-24%	0.2%
> CCOc1ccc(/C=C/C(=O)Nc2ccc(OC)cc2[N+](=O)[O-])cc1
    1.6	-1%	6%	-12%	5%	i	3.3%	55%	-24%	0.0%
> Cc1oc(C(C)(C)C)cc1C(=O)N1CCN(c2ncccc2C(F)(F)F)CC1
    1.3	6%	6%	-2%	14%	i	nt	-0.1%	-34%	0.5%
> COc1ccccc1N1CCN(C2CCCN(C(=O)CN3CCCCC3=O)C2)CC1 (stereo unspecified)
    0.8	0%	-21%	-16%	-2%	i	2.5%	0.3%	-9%	0.2%
> O=C(Cn1nc(C(=O)O)c2ccccc2c1=O)c1c[nH]c2ccccc12
    0.9	-16%	-3%	-18%	-3%	i	4.4%	1.4%	-6%	-0.6%
> COc1cccc(CNCc2ccco2)c1O
    0.4	6%	2%	2%	-2%	i	4.8%	-1.8%	-54%[20 µM]	0.5%
> CCc1nnc(NC(=O)CSc2nc3c(c(=O)n2-c2ccccc2OC)SCC3)s1
    1.2	2%	14%	-2%	20%	i	-0.7%	-1.4%	-24%	-0.1%

# Assay outcomes from PubChem.

# Not all compounds are listed; count on the stated rates, not on these rows.
